Screens: PubChem, several laboratories
Myeloid diff 2: myeloid differentiation induction. ER-HoxA9 myeloid progenitors, lysozyme-GFP differentiation, flow cytometry. calls only at 10 µM. 360,000 tested, 1% active. AID 624256;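 active means normalized GFP-positive differentiation at or above the plate's own cutoff, the solvent-only control mean plus 3 SD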;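 further: cells exposed to compound for four days before flow analysis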
P. falciparum M17LAP: P. falciparum M17LAP inhibitors, primary screen, biochemical, fluorogenic H-Leu-NHMec substrate, 1536-well (AID 1619); recombinant M17LAP, H-Leu-NHMec fluorogenic kinetic assay; higher % means a stronger effect; one-dose inhibition, % at 30 µM; IC50 in µM for titrated hits; 220,000 tested, 0.38% active;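 active means compound inhibiting the enzyme by more than half at any dose during confirmatory dose-response retesting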;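 further: plate controls were full reaction with DMSO carrier for no effect and no enzyme background for full effect; strong numbers were not always called active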
CSM14.1 death rescue: protection against thapsigargin-triggered cell killing – 384-well, CSM14.1, ATP luminescence, primary screen (AID 1222) | CSM14.1 thapsigargin-induced death rescue, ATP luminescence; higher % means a stronger effect | one-dose cellular ATP content (survival), % at 20 µM; EC50 in µM for titrated hits | 190,000 tested, under 10 active;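 active means EC50 below 50 µM in the dose-response confirmation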;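 further: death triggered by thapsigargin at about 15 µM added after 2 h compound pretreatment; cell ATP read after overnight thapsigargin exposure of roughly 18 to 22 hours; normalized against plate controls of thapsigargin alone and 5% DMSO vehicle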
XIAP antagonists: XIAP antagonists, biochemical, IAP family, fluorescence polarization (AID 1018) | XIAP BIR domain, fluorescence polarization peptide displacement; higher % means a stronger effect | displacement, % at 20 µM, or IC50 in µM where a hit was titrated | 200,000 tested, 0.007% active; in the data active means displacement above about 50%; further: a part of the inactive calls stands beside numbers as strong as those of hits
LYP phosphatase: PTPN22 lymphoid phosphatase activity blockers – biochemical, fluorescence intensity, uHTS (AID 1779); recombinant LYP phosphatase, fluorescence intensity; higher % means a stronger effect; inhibition, % at 11.5 µM, or IC50 in µM where a hit was titrated; 290,000 tested, 0.054% active;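 further: plate controls were vehicle with enzyme for no effect and no enzyme for full effect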
P. falciparum M1AAP: P. falciparum M1AAP inhibitors, biochemical, fluorogenic H-Leu-NHMec substrate, 1536-well (AID 1445); recombinant M1AAP, H-Leu-NHMec fluorogenic kinetic assay; higher % means a stronger effect; one-dose inhibition, % at 30 µM; IC50 in µM for titrated hits; 220,000 tested, 0.42% active;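 active means primary inhibition above the hit cutoff, then over 50% inhibition at one or more dose response concentrations, cut at about 23% in these data, passing the limit was not always enough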;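 further: plate controls were DMSO full reaction for no effect and no enzyme background for full effect; strong numbers were not always called active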
human PMI inhibitors: MPI inhibition at elevated mannose 6-phosphate – biochemical, fluorescence intensity, high mannose 6-phosphate, primary screen (AID 1220); recombinant PMI enzyme, coupled fluorescence intensity; higher % means a stronger effect; one-dose inhibition, % at 20 µM; IC50 in µM for titrated hits; 190,000 tested, 0.66% active
human PMI inhibition: MPI enzyme activity inhibition – biochemical, fluorescence intensity, coupled assay, primary screen (AID 1209) | 190,000 tested, 0.42% active | purified PMI enzyme, coupled fluorescence intensity; higher % means a stronger effect | inhibition, % at 20 µM; hits with a dose series show IC50 in µM;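 further: plate controls were DMSO vehicle for no effect and wells lacking substrate for full effect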
TNAP activation fold: human TNAP enzyme activators, primary screen, biochemical, luminescent, no phosphate acceptor, uHTS (AID 1001) | purified TNAP, luminescent activation assay, no phosphate acceptor; higher activation fold means a stronger effect | activation fold at 20 µM, or EC50 in µM where a hit was titrated | 200,000 tested, 0.03% active; in the data active means activation fold from about 3, or a potency from the dose series; inactive means the rest, 99 in 100 with activation fold below about 1.6; further: many of its hits are not listed in these tables
Myeloid diff 2 GFP+ MAC1+ %: further read-out of Myeloid diff 2, marked with its call; GFP+ MAC1+ double positive, %; measured here: differentiation confirmed by MAC1 staining
The depositor's hits bear a star; i = inactive; · = no result given; + = active, no number. Unless noted, no stated cut-off is given here; in the data, active means inhibition above about 50%; inactive means the rest. This is a random part of the collection; 2.7% or so of the library scored in one or more.

Fields: Myeloid diff 2	Myeloid diff 2 GFP+ MAC1+ %	P. falciparum M17LAP	CSM14.1 death rescue	XIAP antagonists	LYP phosphatase	P. falciparum M1AAP	human PMI inhibitors	human PMI inhibition	TNAP activation fold
CCN(CC)C(=O)CSc1nc2ccsc2c(=O)n1CCCC(=O)NCCc1ccc(S(N)(=O)=O)cc1
 : i	0.1	21%	1.8%	-2.5%	-1%	11%	-7%	-10%	1
CN(CC(=O)N1CCN(c2ccccc2)CC1)S(=O)(=O)c1cnc[nH]1
 : i	1.0	4%	2.8%	-2.7%	-5%	4%	3%	0%	1.1
O=C(C1=C[C@H](c2csc3ccccc23)C[C@H](OCCCCO)O1)N1CCOCC1
 : i	1.7	3%	-0.9%	-4.4%	-5%	8%	10%	6%	1.1
Cc1ccc(Oc2ncnc(N)c2[N+](=O)[O-])cc1C
 : i	3.3	-4%	-0.5%	-2.0%	-3%	-2%	3%	6%	1.1
CCOc1c(Br)cc(/C=N\NC(=O)c2ccccc2)cc1OC
 : i	0.7	11%	-2.5%	-4.7%	1%	5%	16%	8%	1.1
CCOC(=O)c1ccc(-c2cccc(C(F)(F)F)c2)nc1C
 : i	2.4	5%	-0.3%	-1.2%	3%	2%	13%	14%	1.1
COc1ccc(OCC(=O)N/N=C/C2CC=CCC2)cc1 (stereo not drawn)
 : i	0.5	9%	-1.2%	-4.2%	4%	4%	4%	-6%	1.1
Cc1ccc(Nc2nnc(-c3ccccc3N)o2)cc1C
 : i	0.4	-17%	·	·	-19%	-1%	·	·	·
O=C(NCCc1ccco1)c1nn(Cc2ccccc2)c(=O)c2ccccc12
 : i	0.9	9%	-2.1%	-2.0%	2%	8%	12%	4%	1
Cc1ccc(OCC(O)CN2CCN(Cc3ccc4c(c3)OCO4)CC2)cc1C (stereo not drawn)
 : i	0.5	17%	-2.2%	-5.2%	4%	2%	-12%	-19%	1
COC(=O)Nc1nnc(/C=C/c2ccc(OC)cc2)s1
 : i	0.1	7%	-3.8%	-4.2%	-6%	9%	0%	7%	1.2
Cc1cccc(/C=N\NC(=O)c2csnn2)c1
 : i	0.6	40%	-1.7%	-7.5%	-8%	2%	16%	19%	1.1
CC(C)N1CCN(Cc2cccc(-n3cccn3)c2)CC1CCO (stereo not drawn)
 : i	0.4	-8%	-1.9%	-5.4%	-11%	3%	-9%	-2%	1
CCCCCOC(=O)c1cc(=O)[nH]c2ccccc12
 : i	0.2	4%	5.0%	-3.8%	-2%	0%	13%	15%	1.1
CCCS(=O)(=O)N1CCN(Cc2ccco2)CC1
 : i	0.9	6%	-0.6%	-3.3%	-7%	-14%	6%	14%	1.2
CCCCn1c(=S)[nH]c2cc(S(=O)(=O)N3CCCCC3)ccc21
 : i	0.9	-5%	1.7%	-8.5%	-7%	6%	2%	6%	1
Cc1ccc(SCC(=O)NC(=O)NCc2ccco2)cc1C
 : ·	·	8%	1.1%	-2.7%	-3%	8%	-2%	-3%	1
Cc1cccc(CC(Cc2nc3ccccc3[nH]2)c2nc3ccccc3[nH]2)c1 (stereo not drawn)
 : i	0.9	-7%	-1.3%	-6.3%	9%	-16%	19%	18%	1.8
COc1ccc(S(=O)(=O)N2CC(O)C[C@H]2C(=O)OCC(=O)N2CCCCCC2)cc1 (stereo partly drawn)
 : i	0.2	1%	2.3%	-4.1%	-6%	-2%	-2%	1%	1
O=C(COC(=O)c1n[nH]c(=O)c2ccccc12)c1ccccc1
 : i	0.6	-8%	-2.9%	-2.9%	-8%	3%	4%	8%	1.1

Quoted from the listing.
Cc1cccc(CC(Cc2nc3ccccc3[nH]2)c2nc3ccccc3[nH]2)c1 (stereo not drawn) in P. falciparum M1AAP is listed with -16%
COc1ccc(S(=O)(=O)N2CC(O)C[C@H]2C(=O)OCC(=O)N2CCCCCC2)cc1 (stereo partly drawn) in CSM14.1 death rescue is listed with 2.3%

Next entries follow.
Fields: Myeloid diff 2	Myeloid diff 2 GFP+ MAC1+ %	P. falciparum M17LAP	CSM14.1 death rescue	XIAP antagonists	LYP phosphatase	P. falciparum M1AAP	human PMI inhibitors	human PMI inhibition	TNAP activation fold
CCCCCC(=O)Nc1ccc2oc(-c3cncc(Br)c3)nc2c1
 : i	0.8	4%	1.2%	-10%	-3%	2%	2%	9%	1.1
CN(Cc1nc2ccc(F)cc2[nH]1)Cc1c(C(=O)N(C)C)nc2ccc(Cl)cn12
 : i	0.8	·	1.1%	-4.2%	-4%	·	7%	6%	1.1
Cc1c(Br)c([N+](=O)[O-])nn1CC(=O)NCc1cccnc1
 : i	1.1	2%	-0.3%	-4.4%	-3%	-9%	1%	-2%	1.1
Cc1cc(SCCC(=O)O)nc2ccccc12
 : ·	·	·	-0.3%	-5.9%	-6%	·	2%	-2%	1.1
CC1=NNC(=O)C1CCC(=O)N/N=C(\C)c1ccccc1 (stereo not drawn)
 : i	0.3	37µM*	-0.9%	-4.3%	-5%	3%	0%	3%	1.1
Cc1ccc(NCC(=O)N/N=C/c2c[nH]c3ccccc23)cc1
 : i	1.0	-1%	0.0%	-0.9%	3%	18%	2%	0%	1.8
Cc1ccc(NC(=O)C(C)N2C(=O)c3ccccc3C2=O)cc1 (stereo not drawn)
 : i	1.2	1%	-1.7%	-9.1%	-7%	10%	8%	4%	1.1
O=C(Nc1cccc(-c2cn3cccnc3n2)c1)c1ccc2c(c1)OCO2
 : i	0.7	-10%	-2.2%	-1.4%	-5%	19%	-2%	4%	1.1
Cc1cc(C)c(OCC(=O)Nc2nnn(C)n2)c(Br)c1
 : i	0.7	-17%	3.1%	-2.4%	-4%	-1%	-2%	-1%	1
Cc1ccc(C)c(N(CC(=O)NCCC2=CCCCC2)S(C)(=O)=O)c1
 : i	9.5	-1%	-0.6%	-6.8%	-4%	-1%	-5%	-8%	0.9
O=C(c1ccc(Cl)c([N+](=O)[O-])c1)N1CCN(c2ccccn2)CC1
 : i	0.5	-4%	-1.3%	-9.2%	-4%	5%	-4%	-6%	1.1
COc1ccc(Nc2oc(-c3ccc(Cl)cc3)nc2C#N)cc1
 : i	1.6	2%	-2.3%	-1.3%	-3%	8%	14%	8%	1.1
COC(=O)c1ccc(Oc2nc(N(C)C)nc(N3CCOCC3)n2)cc1
 : i	0.2	8%	-0.5%	-3.5%	-3%	1%	8%	12%	1.1
Cc1c(Cc2ccccc2)c(NCCN(C)C)n2c(nc3ccccc32)c1C#N
 : i	0.4	-5%	·	·	-8%	6%	·	·	·
O=C(Nc1cccc(CCc2ccccn2)c1)c1cc(F)c(F)cc1Cl
 : i	0.2	3%	1.2%	-5.3%	-1%	-1%	13%	10%	1.1
CC(=O)C1=NOC(CNc2ncc(C(F)(F)F)cc2Cl)C1 (stereo not drawn)
 : i	0.4	-2%	-1.0%	-22%	-7%	-1%	4%	0%	1.1
CC(C)CN(C(=O)CN1CCN(c2cccc(Cl)c2)CC1)c1c(N)n(CC(C)C)c(=O)[nH]c1=O
 : i	0.2	-1%	0.3%	-0.5%	-1%	6%	-6%	-7%	1
CCOC(=O)c1nn(-c2ccc(OC)cc2)c(=O)c2c(N)scc12
 : i	7.1	5%	-3.6%	-13%	-3%	4%	27%	47%	1
COc1ccc([C@H]2[C@H](C(=O)OC(C)(C)C)N3N=Cc4ccccc4C3C23C(=O)c2ccccc2C3=O)c(OC)c1 (stereo partly drawn)
 : i	0.2	35%	-2.1%	-3.2%	4%	5%	28%	-20%	1
O=C(NCCn1cccn1)c1ccc(OC2CCN(C(=O)C3CC3)CC2)cc1
 : i	0.6	-13%	1.0%	-2.2%	-3%	-1%	11%	8%	1.1

(cont.)
Fields: Myeloid diff 2	Myeloid diff 2 GFP+ MAC1+ %	P. falciparum M17LAP	CSM14.1 death rescue	XIAP antagonists	LYP phosphatase	P. falciparum M1AAP	human PMI inhibitors	human PMI inhibition	TNAP activation fold
CCOC(=O)/C(C#N)=C\C1=C(N2CCCC2)CC(C)(C)OC1
 : i	0.0	19%	-1.7%	-16%	-2%	5%	17%	3%	1
c1ccc(C(c2ccccc2)N2CCN(Cc3nc(-c4cnccn4)no3)CC2)cc1
 : i	0.4	-2%	·	·	-6%	4%	·	·	·
NC(=O)c1ccc(-c2ccccc2F)cc1
 : i	0.3	6%	·	·	-2%	5%	·	·	·
C=CCn1cccc(C(=O)Nc2ccc(OC)c(OC)c2)c1=O
 : i	0.4	51%	-0.4%	0.1%	-5%	10%	6%	4%	1
COc1ccc(CNc2nc3nc(-c4ccccc4)cc(=O)n3[nH]2)cc1OC
 : i	0.7	24µM*	-1.0%	-5.6%	-3%	0%	1%	5%	1.1
COCCN(C(=S)Nc1ccc(OC)cc1)C(C)c1cccs1 (stereo not drawn)
 : i	4.3	23%	-0.6%	-1.4%	-5%	0%	4%	10%	1.1
COc1ccc(NC(=O)Nc2ccc(C(C)C)cc2)cc1
 : i	0.6	-5%	·	·	-7%	-1%	·	·	·
CC(C)(C)c1cc(C(=O)NCCN2CCCC2)cc(C(C)(C)C)c1
 : i	0.2	5%	-3.0%	-3.8%	-6%	4%	-5%	1%	1.2
Cc1cc(C)cc(Oc2ccc(N)cc2)c1
 : i	6.3	-8%	-2.7%	-6.0%	-4%	0%	10%	11%	1
O=C(CCC(=O)OCc1cccc([N+](=O)[O-])c1)Nc1ccccc1Cl
 : i	0.4	1%	-1.7%	-2.3%	-9%	2%	-8%	-6%	1.2
Fc1ccc(-c2nc(-c3cccs3)[nH]c2-c2ccc(F)cc2)cc1
 : i	0.0	6%	-0.1%	-6.9%	-1%	5%	1%	-6%	1.1
COc1ccc(S(=O)(=O)N2CCOCC2)cc1C(=O)Nc1nc2ccccc2s1
 : +	28*	0%	-0.1%	-5.7%	-2%	-1%	7%	11%	1.1

Arranged by value in P. falciparum M1AAP (largest number first): some entries from above
canonical_smiles,P. falciparum M1AAP
Fc1ccc(-c2nc(-c3cccs3)[nH]c2-c2ccc(F)cc2)cc1,5%
c1ccc(C(c2ccccc2)N2CCN(Cc3nc(-c4cnccn4)no3)CC2)cc1,4%
O=C(CCC(=O)OCc1cccc([N+](=O)[O-])c1)Nc1ccccc1Cl,2%
COc1ccc(CNc2nc3nc(-c4ccccc4)cc(=O)n3[nH]2)cc1OC,0%
COc1ccc(S(=O)(=O)N2CCOCC2)cc1C(=O)Nc1nc2ccccc2s1,-1%
